D2 antagonist: HTS Assay for Allosteric Antagonists of the Human D2 Dopamine Receptor: Primary Screen for Antagonists; D(2) dopamine receptor (Homo sapiens), P14416; HEK293 TREx D2 cells, calcium flux, dopamine EC80; inhibition, % at 10 µM; 340,000 compounds, 2% hits; AID 485344, 2010; in the data active means inhibition above about 30%; further: 0% is about no effect
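Calcium flux kinetic readout in an inducible HEK293 TREx D2 line plated overnight at 30 C. After 180 s compound exposure, an EC80 dopamine challenge follows with another 180 s kinetic read to detect antagonism.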
LDHA block: qHTS assay for inhibitors of human lactate dehydrogenase; L-lactate dehydrogenase A chain (Homo sapiens), P00338; purified LDHA, NADH/diaphorase-resazurin fluorescence; hits give low values; activity change, % (values are at about 110 or 230 µM); 480,000 compounds, 0.15% hits; AID 1347041, 2019; in the data active means activity change below about -30%; inconclusive means mostly about -25% to -30%;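 further: plate controls were DMSO wells for no effect and wells without enzyme for full effect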
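LDH5 2 nM; NADH 0.06 mM, pyruvate 0.2 mM; 200 mM Tris pH 7.4, EDTA, Tween-20; 5 min RT. Detection: diaphorase 0.133 mg/mL + resazurin 37 µM, fluorescence ex540/em590 at 0 and 20 min; normalized to enzyme-free and DMSO wells.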
ERG-DNA inh: qHTS for Small Molecule Inhibitors of the ERG Ets/DNA interaction; Transcriptional regulator ERG (Homo sapiens), P11308; fluorescence polarization, His-ERG Ets domain / labelled DNA; Potency, µM (series often up to 76.9 µM), for inactives: at the top dose FP activity, negative = inhibition, actives largely listed as inhibitors; 370,000 compounds, 0.028% hits; AID 624246, 2012; active means well fitted inhibition curve with a large enough effect in the polarisation, with a control signal flat; inconclusive means small, poorly fitted or top-dose-only effect, or effect the other way, or a change in a side signal; inactive means no such curve, though single readings can be large or run the other way; the % refers to the polarisation;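 further: polarization taken with two DNA probes labelled with fluorescein and Texas red; potency means the concentration at half of the fitted maximal effect; % of control where 0% means no effect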
Target sequence (P11308 whole entry, looked up, the tested form may be a part): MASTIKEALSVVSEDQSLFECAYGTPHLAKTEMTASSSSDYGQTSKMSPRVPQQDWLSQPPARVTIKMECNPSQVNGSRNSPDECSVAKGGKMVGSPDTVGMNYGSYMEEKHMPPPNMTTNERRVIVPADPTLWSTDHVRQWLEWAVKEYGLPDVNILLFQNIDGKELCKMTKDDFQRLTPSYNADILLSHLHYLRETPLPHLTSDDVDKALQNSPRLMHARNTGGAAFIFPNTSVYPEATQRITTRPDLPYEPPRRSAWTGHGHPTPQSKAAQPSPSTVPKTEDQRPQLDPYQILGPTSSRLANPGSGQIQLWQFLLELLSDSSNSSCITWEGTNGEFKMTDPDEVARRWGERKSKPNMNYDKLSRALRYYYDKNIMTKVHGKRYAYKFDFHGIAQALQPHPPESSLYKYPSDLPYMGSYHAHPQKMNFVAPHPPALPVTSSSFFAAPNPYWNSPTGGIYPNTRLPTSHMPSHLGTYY
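His-tagged ERG Ets domain (1 uM in the protein solution; 300mM KCl, 50mM Tris-HCl, 1mM EDTA, 1mM DTT, pH 7.5) received compound, then a probe mix of 5 nM fluorescein-DNA and 100nM Texas-615-DNA. Fluorescence polarization was read for both dyes.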
12-LOX inh: Primary qHTS assay for inhibitors of human arachidonate 12S-lipoxygenase (ALOX12): Round 2; purified 12hLO, xylenol orange hydroperoxide absorbance; 580,000 compounds, 1.1% hits; Polyunsaturated fatty acid lipoxygenase ALOX12 (Homo sapiens), P18054; Potency, µM (titrated, usually from 108 µM), without a hit: at the highest dose activity change, negative = inhibition, usual class: inhibitors; AID 1671190, 2021; further: potency means the concentration at half of the fitted maximal effect; on the % scale 0 is the no-effect control and ±100 the full control effect
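Purified human 12hLO (150 nM final) in 25 mM Hepes, 0.01% Triton X-100, pH 7.0 was preincubated 15 min at room temperature with compound. Then 40 uM arachidonic acid was added, 30 min. Hydroperoxide was read by Fe-XO absorbance ratio 573/405 nm.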
RGS4 inhibitor: Inhibitors of Regulator of G Protein Signaling (RGS) 4: qHTS. Regulator of G-protein signaling 4 (Homo sapiens), P49798. Transcreener GDP fluorescence polarization, RGS4-accelerated GTP hydrolysis. Potency, µM (series often up to 114 µM), without a hit: top-dose activity change, negative = inhibition, hits mostly inhibitors. 390,000 compounds, 0.039% hits. AID 504845, 2011; further: potency means the concentration at half of the fitted maximal effect; on the % scale 0 is the no-effect control and ±100 the full control effect; nearly all actives have a fitted effect of over 75% in size; some results filed as inactive show a strong effect at the top dose
Target sequence (P49798 whole entry, looked up): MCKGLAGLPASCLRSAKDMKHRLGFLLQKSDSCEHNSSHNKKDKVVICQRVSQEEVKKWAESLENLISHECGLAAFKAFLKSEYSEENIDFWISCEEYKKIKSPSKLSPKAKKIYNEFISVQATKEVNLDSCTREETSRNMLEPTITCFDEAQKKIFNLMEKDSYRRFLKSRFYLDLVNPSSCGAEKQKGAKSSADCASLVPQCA
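MLSMR compounds (23 nl, pin-transferred) preincubated 10 min at room temperature with a 500nM (2x) first reagent, then RGS4 at 900nM (2x) plus Transcreener GDP mix added; fluorescence polarization (620/688 nm) read before and after 90 min at 30 °C.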
D2 ag: HTS Assay for Allosteric Agonists of the Human D2 Dopamine Receptor: Primary Screen for Agonists | HEK293 T-REx D2 cells, calcium flux agonist mode | activation, % at 2 µM | 340,000 compounds, 0.53% hits;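 active means activation over 3 SD above normal in the single-dose calcium agonist read, cut at about 30% in these data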; further: 0% is about no effect
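In this primary screen, compounds producing a positive calcium signal within 180 s of addition to tetracycline-induced, force-coupled HEK293 Trex D2 cells are flagged; cells are dye-loaded with a no-wash calcium kit beforehand.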
Glioma ERSR ind: qHTS for Inducers of the Endoplasmic Reticulum Stress Response (ERSR) in Human Glioma: qHTS; AID 602332, 2012; Potency, µM, for the others: top-dose activation, hits mostly activators; U87-MG GRP78 promoter luciferase reporter, 16 h; 420,000 compounds, 0.02% hits; further: potency means the concentration at half of the fitted maximal effect; series mostly up to about 76 µM; % of control where 0% means no effect; nearly all actives have a fitted effect of over 35% in size
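Stably transfected U87-MG human glioma cells carrying a GRP78-based luminescent sensor were seeded at 1000 cells/well, pin-dosed with compounds and incubated 16 h. Luciferase reagent was then added, and end-point luminescence was read after 10 min at room temperature.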
Vif-A3G inh: qHTS for Inhibitors of Vif-A3G Interactions: qHTS; HeLa A3G-eYFP + Vif (tagged APOBEC3G with the HIV-1 protein that degrades it), YFP fluorescence, overnight; Potency, µM (doses to about 46.1 µM), for the others: top-dose activity, negative = active, most hits filed as inhibitors; 410,000 compounds, 0.076% hits;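 further: potency means the concentration at half of the fitted maximal effect; on the % scale 0 is the no-effect control and ±100 the full control effect; nearly all actives have a fitted effect of over 60% in size; hits raise eYFP signal because A3G escapes Vif-driven loss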
Target sequence (Q9HC16 whole entry, looked up): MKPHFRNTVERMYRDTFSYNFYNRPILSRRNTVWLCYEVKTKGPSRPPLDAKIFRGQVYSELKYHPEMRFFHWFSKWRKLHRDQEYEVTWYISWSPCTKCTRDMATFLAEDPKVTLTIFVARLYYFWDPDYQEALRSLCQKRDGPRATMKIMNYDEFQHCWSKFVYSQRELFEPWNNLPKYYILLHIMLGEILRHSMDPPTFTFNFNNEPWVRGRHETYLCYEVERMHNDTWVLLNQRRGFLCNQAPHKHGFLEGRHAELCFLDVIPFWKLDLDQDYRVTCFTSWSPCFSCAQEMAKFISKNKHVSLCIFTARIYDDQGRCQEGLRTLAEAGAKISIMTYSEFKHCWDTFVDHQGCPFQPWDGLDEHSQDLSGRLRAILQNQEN
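HeLa cells stably expressing Vif and C-terminally eYFP-tagged A3G, seeded overnight at 37 deg C, then exposed to compound by pintool overnight at 37 deg C. Rise in yellow fluorescence (Ex 488/Em 500-530, Acumen) marks blocked Vif-driven A3G degradation.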
Vif-A3F inh: qHTS for Inhibitors of Vif-A3F Interactions: qHTS; HeLa A3F-eYFP + Vif (tagged APOBEC3F with the HIV-1 protein that degrades it), YFP fluorescence increase; Potency, µM (top dose mostly 46.1 µM), for inactives: at the top dose activity, negative = active; 390,000 compounds, 0.2% hits; further: potency means the concentration at half of the fitted maximal effect; % of control where 0% means no effect; nearly all actives have a fitted effect of over 65% in size
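HeLa cells stably expressing Vif plus C-terminally eYFP-tagged A3F were seeded, incubated overnight at 37 deg C, dosed with compound, incubated overnight again at 37 deg C. Yellow fluorescence (Ex 488/Em 500-530) reported blocked Vif-mediated A3F-eYFP degradation.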
* marks the source's active call; other numbers are inactive results; ? = inconclusive; nt = no result given; & = joins results of further samples; [ ] = remark or other dose. Unless noted, the call rests on the fitted dose curve; in most records, active means well fitted curve in the direction sought with a large enough effect; inconclusive means small, poorly fitted or top-dose-only effect, or another doubt; inactive means no such curve, though single readings can be large; an effect the other way counts as inactive or inconclusive. The list is partial; count on the stated rates, not on these rows.

SMILES	D2 antagonist	LDHA block	ERG-DNA inh	12-LOX inh	RGS4 inhibitor	D2 ag	Glioma ERSR ind	Vif-A3G inh	Vif-A3F inh
COC(=O)c1cc(NC(=O)Cn2c(=O)cnc3ccccc32)cc(C(=O)OC)c1	-1	2	15%	-25%	-13%	0.6	-9%	2%	-1%
CCN(CC)CCn1c(=S)[nH]c2cc(C(=O)NCCc3ccc(OC)c(OC)c3)ccc2c1=O	nt	-3	nt	8%	nt	nt	-4%	0%	1%
CC(C)C(c1nnnn1C1CCCC1)N1CCCCC1 (stereo not drawn)	2	-11	6%	?	-1%	0.0	-5%	1%	-1%
CCOc1cccc(C2c3[nH]c4ccccc4c3CCN2C(=O)CSCc2ccc(F)cc2)c1 (stereo not drawn)	nt	-3	-2%	-23%	1%	-2.5	-5%	4%	6%
Cc1cn2c(=O)c(S(=O)(=O)Nc3ccc(F)cc3F)c(C)nc2s1	nt	-4	-1%	-21%	15%	0.5	-2%	3%	-9%
CN(CC(O)COc1ccc(S(=O)(=O)N2CCOCC2)cc1Cl)C1CCCCC1 (stereo not drawn)	-2	-15	9%	1%	-9%	0.6	0%	-1%	-32%
Cc1ccc2c(c1)N(C(=O)CCC(=O)NCCN1CCOCC1)CC(C)O2 (stereo not drawn)	6	2	-16%	14%	12%	-0.3	-2%	2%	-1%
N#Cc1nc(-c2cccs2)oc1NCCN1CCOCC1	nt	-4&1	16%	0%&-10%	-24%	nt	-1%	-1%	6%
Cc1ccccc1C(=O)OC(C)CN1CCN(C)CC1 (stereo not drawn)	-12	-8	2%	376%[activator]	3%	0.0	-2%	5%	5%
CC[C@]12c3[nH]c4ccccc4c3CCN1C(=O)C(CC(=O)NCCCN(C)C)C[C@@H]2C(=O)N1CCN(C(=O)c2ccco2)CC1 (stereo partly drawn)	nt	-2	-11%	0%	-6%	nt	-3%	0%	4%
O=[N+]([O-])c1ccc(NN=Cc2cccc(O)c2)nc1	nt	-8	-1%	-4%	5%	nt	2%	-17%	1%
CCCn1nc(NC(=O)c2cccs2)c2cc3cccc(C)c3nc21	-23	-5	-2%	0%	14%	-0.3	-7%	-2%	4%
O=C1CSc2ccc(C(=O)NCC(c3ccco3)N3CCCCC3)cc2N1 (stereo not drawn)	36*	1	-6%	-18%	-11%	0.2	-4%	-3%	8%
CCOc1ncccc1C(=O)Nc1cc(S(=O)(=O)N2CCOCC2)ccc1OCC(F)(F)F	nt	-19	10%	-5%	18%	nt	1%	-1%	3%
COc1ccc(CCNCc2ccccc2N2CCCC2)cc1	9	-12	6%	?	-25%[56.9 µM]	0.5	1%	0%	4%
CN(C(=O)Cn1cnc2onc(-c3ccc(F)cc3)c2c1=O)c1ccccc1Cl	nt	-8	-3%	-19%	-21%	nt	-2%	-4%	1%
O=C(Nc1cc(S(=O)(=O)N2CCCCC2)ccc1Cl)c1ccc(F)cc1	-8	-4	-3%	198%[activator]	-10%	-0.5	-4%	0%	-16%
CCCCNC(=O)CS(=O)Cc1nc(-c2ccc(C)cc2)oc1C (stereo not drawn)	-8	-3	6%	3%	6%	-1.6	-3%	-2%	3%
CCCCOCCCNC(=O)c1ccc(OCC)cc1	-6	-1	1%	148%[activator]	1%	-1.0	-5%	0%	-13%
Cc1ccc(N=c2ssnc2Cl)cc1	-8	-8	-4%	1.6µM*	?	0.2	2%	-2%	nt
COc1ccc(-n2nnnc2/C=C\Nc2ccccc2C(=O)c2ccccc2)cc1	-1	-7	0%	-15%	3%	0.5	-4%	?	nt
COc1ccc(-c2csc3ncnc(N4CCN(c5ccccc5Cl)CC4)c23)cc1	12	0	1%	4%	-12%	0.0	-5%	-14%	3%
COc1ccc(C(=O)Nc2ccc(OCc3cc(=O)n4ccsc4n3)cc2)cc1OC	nt	1	-3%	-5%	2%	-0.1	-4%	1%	2%
CSc1ncc(Cl)c(C(=O)Nc2c(C(=O)Nc3cccc(Cl)c3)oc3ccccc23)n1	nt	-7	8%	-24%	18%	0.9	1%	5%	-5%
CCCCOC(=O)Nc1nc(CC(=O)OCC)cs1	12	-4	-3%	?	27%	0.0	0%	-3%	14%
CN(C)c1ccc(CNC(=O)Cc2ccc(NC(=O)N3CCCCc4ccccc43)cc2)cc1	nt	-1	-3%	?	-8%	0.0	0%	2%	1%
O=C1C2CC=CCC2C(=O)N1c1nccs1 (stereo not drawn)	nt	0	11%	-3%	-29%	nt	2%	0%	15%
CCC(=O)Nc1sc2c(c1C(=O)N(C)C)CCCCC2	24	1	2%	29%	-12%	0.3	-1%	2%	6%
COC(=O)Nc1ccc(S(=O)(=O)Nc2ncccn2)cc1	15	-10	9%	?	-10%[56.9 µM]	1.2	-2%	0%	5%
CCCc1nn2c(=O)cc(CSCC(=O)Nc3ccc(F)cc3)nc2s1	nt	0	-4%	13%	-24%[56.9 µM]	nt	-8%	4%	-1%
Cc1nn(C)c(C)c1NC(=O)Nc1ccc(Cl)c(Cl)c1	4	-9	-2%	-4%	4%	1.2	0%	2%	5%
COc1ccc(-c2nn(-c3ccccc3)cc2/C=N/O)cc1	14	0	11%	3%	-3%	1.0	-1%	-16%	-8%
CCOC(=O)c1ccccc1NC1c2ccccc2C(=O)N1c1cc(C)ccn1 (stereo not drawn)	27	-1	0%	-10%	7%	-0.8	0%	-2%	8%
COCCn1c(SCC(=O)NNC(=O)c2cc(Cl)ccc2OC)nnc1-c1ccncc1	0	3	2%	19%	-9%	0.6	-2%	-3%	1%
CC(NCCC(c1ccccc1)c1ccccc1)c1ccccc1 (stereo not drawn)	22	-7	-9%	?	-2%	5.1	2%&-6%	-5%	?
CCOc1ccc(N(CC(=O)NCc2ccc(Cl)cc2)S(=O)(=O)c2c(C)noc2C)cc1	4	-4&1	-9%&5%	53%&-3%[activator]	6%&2%	-1.7&0.1	-4%&-2%	4%&3%	10%&4%
COc1cc(Cl)cc(C2NC(=O)NC(C)=C2C(C)=O)c1OCC(=O)O (stereo not drawn)	22	-10	-5%	-2%	13%	2.1	-4%	1%	-3%
O=C(c1ccc2ccccc2n1)N1CCN(c2ccccc2Cl)CC1	-13	2	-1%	-12%	35%	1.2	1%	-19%	-12%
Cc1ccc(S(=O)(=O)Oc2ccccc2/C=N/Nc2ccc(C(=O)O)cc2)cc1	14	2	156%[activator]	-15%	-8%	-0.2	8%	?	-7%
Cc1ccc(S(=O)(=O)N2CCOCC2)cc1NC(=O)COC(=O)Cc1ccccc1	nt	-4	-2%	9%	4%	nt	-3%	1%	0%
CN(C)CCCn1c(=O)n(C2CCCCC2)c(=O)c2c3c(sc21)CCCCC3	nt	7	0%	12%	19%	nt	-3%	2%	8%
Cn1cnc([N+](=O)[O-])c1Nc1ccc(O)cc1	19	5	-6%	-11%	-4%	0.4	-5%	-10%	-2%
CCC(c1nnnn1CCOC)N1CCN(c2cccc(C(F)(F)F)c2)CC1 (stereo not drawn)	-6	-2	-6%	0%	-9%	-0.3	1%	-3%	-4%
CCS(=O)(=O)N1CCC(C(=O)NCc2ccc(OC)cc2)CC1	-6	-9	-1%	-8%	-19%	-0.3	-3%	-1%	0%
CC(=O)c1cccc(NC(=O)CSc2nc3c(c(=O)[nH]2)CCC3)c1	nt	-9	-1%	?	17%	-1.0	nt	nt	nt
O=C(NCC1CCCO1)C(c1cccs1)N(Cc1cccs1)C(=O)Cn1nnc(-c2cccs2)n1 (stereo not drawn)	-3	-14	13%	?	-6%	-1.1	-5%	0%	-2%
CN(C(=O)Cn1c(Cl)nc2c1c(=O)n(C)c(=O)n2C)C1CCS(=O)(=O)C1 (stereo not drawn)	-1	-3	-6%	?	16%	0.2	-5%	0%	-10%
CC(CN1CCOCC1)OC(=O)c1ccccc1Cl (stereo not drawn)	-23	-4	4%	0%	-3%	-0.3	-2%	3%	?
COc1cccc2cc(-c3nc4ccc(C)cc4[nH]3)c(=O)oc12	nt	1	4%	-15%	-32%	0.5	0%	1%	-4%
CCNC(=O)c1ccccc1CCc1ccccc1	-25	-1	9%	-2%	-9%	-0.4	-2%	0%	-8%
COc1ccc(-c2nc(C#N)c(N3CC(C)OC(C)C3)o2)cc1OC (stereo not drawn)	7	-5	-1%	152%[activator]	12%	-0.1	-3%	0%	1%
COc1ccc(NC(=O)CSc2ccc(-c3sc(C)nc3C)nn2)cc1	-12	-5	9%	19%	-4%	0.9	-2%	2%	1%

Compound activity: PubChem BioAssay, National Center for Advancing Translational Sciences (NCATS)
